TAAR1 agonist – human TAAR1 agonism | AID 624467 | Q96RJ0 | activation, % at 3 µM | 360,000 compounds, 0.99% hits | CHO RD-HGA16 TAAR1, Fluo-8 calcium fluorescence; vehicle wells 0%, saturating PEA agonist 100%;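 active = activation above the mean activation of all test compounds in the run plus 3 SD, cut at about 38% in these data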
Target sequence (Q96RJ0 whole entry, looked up): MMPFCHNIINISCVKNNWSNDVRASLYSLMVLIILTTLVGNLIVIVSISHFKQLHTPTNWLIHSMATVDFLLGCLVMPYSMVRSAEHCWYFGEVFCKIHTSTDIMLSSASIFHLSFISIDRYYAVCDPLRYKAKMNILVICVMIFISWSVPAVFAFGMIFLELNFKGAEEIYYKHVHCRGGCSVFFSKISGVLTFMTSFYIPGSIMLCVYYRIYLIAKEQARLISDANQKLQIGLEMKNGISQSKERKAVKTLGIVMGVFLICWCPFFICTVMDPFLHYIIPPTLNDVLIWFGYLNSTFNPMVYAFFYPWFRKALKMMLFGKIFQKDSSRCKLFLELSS
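Signal – calcium-sensitive Fluo-8 signal, excitation 470-495, emission 515-575 nm · System – RD-HGA16 (CHO) cells co-expressing Gα16 and hTAAR1 · Incubation – 17-24 h seeding, 75 min 37 °C dye, 30 min RT · Compound dosing – 3 µM single concentration · Repeats – no replicates (n 1)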
CHO-K1 Ca PAM – M1 PAM counterscreen hit in parental CHO-K1 cells. 360,000 compounds, 0.02% hits. ATP EC20, Fluo-8 calcium fluorescence; 0% at ATP EC20, 100% at ATP max. activation, % at 3 µM;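 active = activation above the run cutoff, the mean activation of all test compounds plus 3 SD, cut at about 40% in these data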;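 note: peak over basal fluorescence ratio in a 140 s read after ATP addition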
CHO-K1 Ca antag – nonselective inhibitor or artifact in parental CHO-K1 cells | inhibition, % at 3 µM | ATP-induced calcium, Fluo-8 fluorescence | 360,000 compounds, 0.6% hits | AID 602250;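 active = inhibition above a per-plate cutoff, the plate's mean sample inhibition plus 3 SD, cut at about 24% in these data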;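 note: 0% = DMSO plus EC80 ATP and 100% = DMSO alone without ATP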
CHO parental Ca – counter-screen for OX1R antagonists: effect in parental CHO cells; parental CHO-K1, ATP-induced calcium, Fluo-8 fluorescence; inhibition, % at 5.6 µM; 330,000 compounds, 0.63% hits;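 active = inhibition above that plate's mean sample inhibition plus 3 SD, cut at about 26% in these data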;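 note: 0% = ATP-challenged DMSO wells and 100% = DMSO wells without ATP; some compounds past the cut are filed as inactive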
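Material: parental CHO cells / Compound: single nominal dose of 5.6 µM per compound / Signal: Fluo-8 fluorescence / Replicates: singlicate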
M1 ag – agonists of human M1 muscarinic receptor; P11229; activation, % at 3 µM; 360,000 compounds, 0.33% hits; CHO-K1 hM1, Fluo-8 calcium fluorescence, agonist mode; 0% DMSO, 100% acetylcholine EC100;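 active = activation above the run's mean compound activation plus 3 SD, cut at about 16% in these data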;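 note: peak over basal fluorescence ratio within a 140 s kinetic read after compound addition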
TAAR1 antag – antagonists of human TAAR1 | AID 624466 | Q96RJ0 | CHO RD-HGA16 TAAR1, Fluo-8 calcium fluorescence, antagonist | inhibition, % at 3 µM | 360,000 compounds, 1.5% hits;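 active = inhibition above a per-plate cutoff, the mean inhibition of test compounds on that plate plus 3 SD, cut at about 49% in these data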;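 note: 0% = DMSO plus EC80 beta-PEA response and 100% = DMSO alone without agonist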
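Test system: hTAAR1-expressing CHO RD-HGA16 cells, Gα16-coupled; Probe or stimulus: EC80 β-phenethylamine stimulus; Compound dosing: single nominal final test compound concentration of 3 µM; Timing: 140 s kinetic read after compound, 140 s after agonist; Signal: Fluo-8 calcium-sensitive fluorescence; Measure: % inhibition of agonist calcium response; Controls: DMSO and EC80 PEA controls.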
OXTR potentiate – potentiates the human oxytocin receptor response. 320,000 compounds, 0.061% hits. activation, % at 3 µM. CHO-OTR cells, Fluo-8 calcium fluorescence, potentiator mode; 0% = oxytocin EC15, 100% = EC100;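 active = activation above that plate's cutoff, the mean activation of tested compounds plus 3 SD, cut at about 6.6% in these data, passing the limit was not always enough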;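 note: 100% uses oxytocin at 75 nM as the full agonist control; some results filed as inactive read as strong as hits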
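Measured by – Fluo-8 calcium dye fluorescence · Test system – human OTR in CHO cells · Dosing – one concentration, 3.0 µM compound · Controls – EC15 oxytocin alone as 0%, 75 nM oxytocin as 100% · Evaluation – normalized max/min fluorescence ratio, % activation · Timing – 6 min pre-incubation, 100 s read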
V1R ag counter – counter-screen for oxytocin receptor agonists: human V1a receptor agonists; P37288; CHO-V1R cells, Fluo-8 calcium fluorescence, agonist mode; 0% DMSO, 100% 3 nM vasopressin; activation, % at 3 µM; 320,000 compounds, 0.25% hits; AID 2797;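 active = activation above the mean activation of all tested compounds plus 3 SD, per screening run, cut at about 20% in these data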;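 note: signal is peak over basal fluorescence ratio across a 100 second FLIPR read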
Target sequence (P37288 whole entry, looked up): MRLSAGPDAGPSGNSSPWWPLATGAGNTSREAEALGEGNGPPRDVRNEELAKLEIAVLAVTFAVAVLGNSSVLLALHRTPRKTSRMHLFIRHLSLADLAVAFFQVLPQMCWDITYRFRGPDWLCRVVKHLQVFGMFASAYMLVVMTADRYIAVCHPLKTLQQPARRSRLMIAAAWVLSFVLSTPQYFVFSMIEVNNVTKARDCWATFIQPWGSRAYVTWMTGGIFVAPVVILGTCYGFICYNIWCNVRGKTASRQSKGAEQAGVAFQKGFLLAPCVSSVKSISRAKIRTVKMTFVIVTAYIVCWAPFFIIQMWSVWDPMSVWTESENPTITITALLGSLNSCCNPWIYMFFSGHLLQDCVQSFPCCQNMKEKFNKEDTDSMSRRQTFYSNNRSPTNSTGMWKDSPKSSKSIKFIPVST
M1 ag parental – nonselective activator or artifact in parental CHO-K1 cells; Fluo-8 calcium fluorescence; scaled to maximal ATP response, vehicle zero; activation, % at 3 µM; 360,000 compounds, 0.48% hits; AID 602248; in the data active = activation above about 15%;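 note: untransfected CHO-K1 host cells lacking M1 receptor as counterscreen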
* = called active by the depositor; / = no result given.

SMILES	TAAR1 agonist	CHO-K1 Ca PAM	CHO-K1 Ca antag	CHO parental Ca	M1 ag	TAAR1 antag	OXTR potentiate	V1R ag counter	M1 ag parental
CCOC(=O)CNC(=O)c1cc2c(=O)[nH]c3ccc(C)cc3c2s1	1	7	-5	-11	-5	-3	0	0.3	-0.2
CCN(CC(=O)Nc1cccc(C(C)=O)c1)S(=O)(=O)c1ccccc1	5	7	-7	-15	-5	-2	-3	2.0	0.9
COc1ccccc1-n1nnnc1SCC(=O)Nc1ccccc1	4	9	-6	2	-3	-14	-7	1.9	3.0
COc1ccc(CCC(=O)N2CCN(c3ccccc3)CC2)cc1OC	3	1	-12	-4	0	1	0	-0.1	2.1
COc1cc2nc(N3CCNCC3)nc(N)c2cc1OC	29	8	22	-12	-6	-3	-2	-0.1	0.2
CCOC(=O)c1ccc(NC(=S)Nc2ccc(Br)cc2N)cc1	8	3	-6	-11	-9	12	4	0.5	0.0
CC(C)(C)c1ccc(-c2n[nH]c(=S)n2/N=C/c2ccncc2)cc1	4	19	-9	-8	-12	-22	-7	-0.5	-0.1
CCOC(=O)c1ccc(N2CCOCC2)c(NC(=O)c2ccc3c(c2)OCO3)c1	-2	-21	2	-28	-5	-19	-5	-2.0	-0.8
CCn1c(CN2CCC(C)CC2)nc2cc(S(=O)(=O)N3CCCCC3)ccc21	-1	8	4	/	-9	-17	/	/	1.8
CCOC(=O)C1=C(COC(=O)c2ccccc2[N+](=O)[O-])NC(=O)NC1C (configuration not stated)	-1	15	-6	-11	-4	4	-8	0.1	2.8
CC(C)CC(=O)NC(=S)Nc1cc(C(F)(F)F)ccc1N1CCOCC1	9	6	-5	-21	-1	-28	2	-0.2	-0.2
N/C(=N\c1nc2ccccc2o1)NC(=O)c1ccccc1Br	0	6	-9	-13	-5	-17	-6	0.7	2.0
O=C(Nc1ccc(Oc2ncccn2)cc1)c1ccco1	4	9	-1	-6	-3	-7	-5	3.9	0.3
O=C(CN1C(=O)NC2(CCc3ccccc32)C1=O)c1cccs1 (configuration not stated)	6	16	-9	-4	-1	12	-5	-0.1	1.6
CCn1c(C(=O)O)c(CC(=O)Nc2ccccc2F)c2ccccc21	3	11	-3	0	-6	-12	-8	0.3	-0.6
CC(=O)c1ccc(NC(=O)C(C)n2c3ccccc3c3nc(=O)cc(C)n32)cc1 (configuration not stated)	2	6	5	-24	-2	-31	-4	-0.4	0.1
CN(C)c1cccc(C(=O)Nc2nnc(Cc3ccccc3)s2)c1	-1	-9	-17	-17	-1	7	-11	-0.2	0.0
Cc1ccc(CNC(=O)CN(c2ccc(C)cc2)S(=O)(=O)c2c(C)n[nH]c2C)cc1	0	10	-13	-45	-6	-3	-15	1.6	0.3
O=C(CN(Cc1ccccc1)S(=O)(=O)c1ccc(Br)cc1)NCc1ccco1	4	21	-11	-24	-6	18	-10	-0.9	2.6
CCCCCCC1(C)NC(=O)N(C(C)C(=O)Nc2ccc(N3CCOCC3)cc2)C1=O (configuration not stated)	3	-13	7	0	-3	8	2	1.3	-0.2

Three records picked at random from the list so far:
SMILES	TAAR1 agonist	CHO-K1 Ca PAM	CHO-K1 Ca antag	CHO parental Ca	M1 ag	TAAR1 antag	OXTR potentiate	V1R ag counter	M1 ag parental
CCOC(=O)C1=C(COC(=O)c2ccccc2[N+](=O)[O-])NC(=O)NC1C (configuration not stated)	-1	15	-6	-11	-4	4	-8	0.1	2.8
O=C(Nc1ccc(Oc2ncccn2)cc1)c1ccco1	4	9	-1	-6	-3	-7	-5	3.9	0.3
Cc1ccc(CNC(=O)CN(c2ccc(C)cc2)S(=O)(=O)c2c(C)n[nH]c2C)cc1	0	10	-13	-45	-6	-3	-15	1.6	0.3

Continued.
SMILES	TAAR1 agonist	CHO-K1 Ca PAM	CHO-K1 Ca antag	CHO parental Ca	M1 ag	TAAR1 antag	OXTR potentiate	V1R ag counter	M1 ag parental
NS(=O)(=O)c1ccc(CCNC(=O)CNC(=O)C2CCCCC2)cc1	8	21	-13	-11	-3	-1	-2	1.5	0.8
O=C(OCC(=O)N1CCN(C(=O)c2ccco2)CC1)c1cc(-c2cccc(Br)c2)nc2ccccc12	17	12	9	-22	1	58*	-9	0.5	3.5
Cc1cc(C)n2nc(SCc3nnc(SCCCCl)o3)nc2n1	-1	1	-12	-11	-12	-16	3	0.4	1.5
CC(=O)Nc1ccc(S(=O)(=O)NCCC(=O)NCc2ccco2)cc1	3	-8	2	/	-4	-21	/	/	0.2
CCOC(=O)C1=C(CS(=O)(=O)c2ccc(F)cc2)NC(=O)NC1c1ccc(O)c(O)c1 (configuration not stated)	0	-22	7	-2	1	-8	-6	-0.8	-0.3
O=C(CSc1nnc(-c2cccc(Br)c2)o1)N1CCOCC1	2	2	-5	-2	-2	-14	-1	0.8	0.5
NC(=O)c1ccsc1NC(=O)COC(=O)CNC(=O)c1cccc([N+](=O)[O-])c1	15	11	-10	-13	2	-3	-3	2.1	7.0
C=CC[C@@H](CC(=O)N[C@@H](CO)Cc1ccccc1)C(=O)NC[C@@H](OC(=O)[C@@H](CC=C)Cc1ccc(F)cc1)c1ccccc1	11	10	-12	-5	-3	6	-6	13	-0.3
CCC(=O)OCc1c(C(F)(F)F)nn(C)c1Sc1ccc(Cl)cc1	6	14	-13	-19	-6	3	-1	-0.9	0.2
O=C(CNc1cccc(C(F)(F)F)c1)N/N=C/c1cn(-c2ccccc2)nc1-c1ccccc1	1	-2	0	-24	-7	-22	-6	0.2	-0.3
CCC(C)(C)NC(=O)C(c1cccc(OC)c1)N(C(=O)CNC(=O)c1cccs1)c1cccnc1 (configuration not stated)	4	-1	0	-18	-1	-5	-7	1.9	1.9
C=Cc1ccc(N=Cc2c(O)ccc3ccccc23)cc1	4	10	11	-16	-1	-12	-15	-0.2	1.3
Cc1ccccc1NC(=O)Nc1nc(C(N)c2ccccc2)cs1 (configuration not stated)	22	12	-4	/	2	-4	/	/	2.2
Cn1c(=O)c2cc(S(=O)(=O)NC(C(=O)NCc3ccccn3)c3ccccc3)ccc2n(C)c1=O (configuration not stated)	5	24	-2	-14	-5	16	-7	0.9	2.0
CC(=O)N1CCOCC1c1cc(C(=O)Nc2ccccc2)no1 (configuration not stated)	2	11	-9	/	-1	2	/	/	0.7
COc1cc2cc(C(=O)N3CCC(Cc4ccccc4)CC3)[nH]c2cc1OC	0	-20	9	-18	0	-8	-15	1.2	0.3
O=C(O)c1ccc(Cl)c(NCc2cccs2)c1	4	9	-2	-6	-3	-14	2	0.5	0.2
COc1ccc(CCNC(=O)CN(c2ccc(OC)c(OC)c2)S(C)(=O)=O)cc1	1	8	-16	-23	-2	-10	-5	0.1	0.4
CCCOc1ccc(C(=O)NNC(=O)c2cccc(S(=O)(=O)N3CCN(C(C)=O)CC3)c2)cc1OC	0	5	-3	-5	-4	0	-4	0.3	1.5
CCOc1ncccc1C(=O)OCC(=O)N1CCN(S(=O)(=O)c2ccc(Cl)cc2)CC1	0	15	-19	-13	-3	9	0	0.5	1.1
O=C(NC1CC2CCC(C1)N2Cc1ccccc1)c1ccccc1Br (configuration not stated)	0	12	-5	-10	-10	-11	-1	0.2	0.5
COC(=O)C1CCN(C(=O)c2cc3ccccc3oc2=O)CC1	10	-8	10	-7	0	4	-3	0.1	-0.1
COc1ccc(NC(=O)NC(=O)c2cc(OCC(F)(F)F)ccc2OCC(F)(F)F)cc1	0	22	-23	-20	-5	-4	-10	-0.2	2.3
C/C(CC(C)C)=N\Oc1nc(C)cc(C)n1	2	26	-16	-5	-2	-36	-1	0.2	0.9
Cc1ccc(S(=O)(=O)N2C[C@H]3C(=O)C[C@@H](c4ccccc4)N(S(=O)(=O)c4ccc(C)cc4)[C@H]3C[C@H]2c2cccc3ccccc23)cc1	2	12	9	/	-2	-18	/	/	0.8
Cc1cc(C)c2nc3c(c(C(=O)O)c2c1)CCC3	1	18	-17	3	-3	-3	-14	0.0	0.1
Cc1ccc(S(=O)(=O)/N=C2/C=C(Sc3ncn[nH]3)C(=O)c3ccccc32)cc1	/	-2	12	-12	6	/	5	0.7	1.6
O=C(CNC(=O)c1ccc(Cl)cc1Cl)NCC1CCCO1 (configuration not stated)	3	2	-8	1	-3	-8	-4	0.2	0.0
Cn1cnc([N+](=O)[O-])c1Oc1cccc2ccccc12	-2	26	-17	-9	-12	-6	-3	0.4	-0.2
O=C1C=CC2C3C(=O)N(c4ccccc4)C(=O)C3C1N2Cc1ccccc1 (configuration not stated)	10	17	-5	/	0	11	/	/	3.7
CC(=O)Nc1ccc(SCC(=O)c2cc(C)n(-c3ccccc3F)c2C)cc1	6	16	-9	-1	-5	3	-9	6.6	7.4
CCN1CCN(C(=O)c2cccc(OC3CCN(S(=O)(=O)N(C)C)CC3)c2)CC1	7	-16	6	-7	-6	-29	0	1.8	0.5
CCOc1ccc(S(=O)(=O)NCCC(=O)NCC(c2ccc(OC)cc2)N2CCCCC2)cc1 (configuration not stated)	-1	5	-10	-15	-8	-24	-2	0.5	0.5
CCc1nn2c(=O)cc(CSc3nc(C)cc(=O)[nH]3)nc2s1	1	7	0	0	-4	-21	-5	0.9	0.1
CCCCOc1ccc([N+](=O)[O-])cc1C(=O)O	3	26	-14	-10	-1	-2	-7	0.1	-0.1
CC(CN1CCCCC1)NC(=O)c1scnc1-c1ccccc1 (configuration not stated)	1	10	-11	/	-3	-3	/	/	1.0
Cc1cccc2cc(C#N)c(NCCNC(=O)NC3CCCCC3)nc12	14	-8	22	-7	0	-12	-14	0.2	-0.1
Cc1cc(NC(=O)COC(=O)C2CCCN2C(=O)c2cccs2)no1 (configuration not stated)	7	-18	11	-11	-1	5	-9	-0.5	-0.3
CC(=O)Nc1ccccc1C(=O)N1CC2(C)CC1CC(C)(C)C2 (configuration not stated)	3	9	-2	-14	-3	9	-4	2.4	1.6
CCCCNC(=S)N1CCn2cccc2C1c1ccccc1 (configuration not stated)	2	13	-8	-18	-5	-21	-12	1.8	1.1
CC(OC(=O)CCN=C1NS(=O)(=O)c2ccccc21)C(=O)N(C)c1ccccc1 (configuration not stated)	1	-2	4	-1	-4	-12	0	0.7	9.4
Cn1cccc1Cc1nnc(SCC(=O)N2CCOCC2)n1-c1ccc(F)cc1	1	8	5	-10	-3	-7	9	0.0	-0.1
CCOc1ncccc1C(=O)OCc1cc(=O)oc2c(C)c(C)ccc12	4	10	9	/	-2	-23	/	/	0.0

High-throughput results deposited in PubChem by The Scripps Research Institute Molecular Screening Center.
